Bioassay records (PubChem)
Tb PYK inh = T. brucei pyruvate kinase inhibition; Q57TT1; Potency, µM (titrated, usually from 76.8 µM), for the others: top-dose activity, negative = inhibition, hits mostly inhibitors; AID 624173; TbPYK enzyme, Kinase-Glo Plus ATP luminescence, 45 min; 410,000 compounds, 0.12% hits; further: nearly all actives have a fitted effect of over 50% in size
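Readout: single end-point luminescence (Kinase-Glo Plus, 10 min). Reaction conditions were TbPYK/substrate plus 130 uM ADP, 45 min at RT, pH 7.2 TEA buffer. No-enzyme wells served as controls, and data were normalized before concentration-response fitting.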
Sm TGR block = blocks Schistosoma mansoni thioredoxin glutathione reductase. purified TGR, DTNB reduction, TNB absorbance 405 nm. Potency, µM (doses to about 114 µM), for inactives: top-dose activity change, negative = inhibition, hits mostly inhibitors. 360,000 compounds, 3% hits; further: nearly all actives have a fitted effect of over 60% in size
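Kinetic colorimetric format: TGR-catalysed, NADPH-driven DTNB reduction monitored via TNB absorbance. Enzyme dispensed at 20 nM; compound exposure 15 min at room temperature before reaction start.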
* marks the source's active call; other numbers are inactive results; [ ] = another dose, or the depositor's remark. The call rests on the fitted dose curve; in most records, active means well fitted curve in the direction sought with a large enough effect; inconclusive means small, poorly fitted or top-dose-only effect, or another doubt; inactive means no such curve, though single readings can be large; an effect the other way counts as inactive or inconclusive. On the % scale 0 is the no-effect control and ±100 the full control effect; potency means the concentration at half of the fitted maximal effect. These rows are one share of the data (hit frequency here may not be typical).

SMILES | Tb PYK inh | Sm TGR block
O=S(=O)(NCC(c1ccco1)S(=O)(=O)c1cccs1)c1ccc(Cl)cc1 (stereo unspecified) | -1% | 0.1µM*
Cc1ccc(CNC(=O)CCc2cn(Cc3ccc(C)cc3)c3ccccc23)cc1 | -2% | 1%
O=C(Cn1ncc2c(Cl)cccc21)NCc1cccc(Cl)c1 | 1% | 7%
CCOc1ccc(-c2nnc(SCC(=O)NCc3ccc(C)cc3)nc2-c2ccc(OCC)c(OC)c2)cc1OC | 5% | -1%
Cn1c(=O)oc2cc(S(=O)(=O)N3CCC(C(=O)Nc4ccc(F)c(Cl)c4)CC3)ccc21 | 1% | 3%
COc1cccc(CNC(=O)CCc2c(C)nc3c(c2C)c(=O)n(C)c(=O)n3C)c1 | 2% | -5%
Cc1ccc(CN(C(=O)COc2ccccc2[N+](=O)[O-])c2ccccn2)o1 | -5% | -18%
CCS(=O)(=O)N1CC(=O)N(c2cc(C)ccc2C)C(C)(C(=O)NC2CCCCC2)C1 (stereo unspecified) | 4%[15.4 µM] | 5%
CNC(=O)C1CCC(Cn2c(=O)c3sccc3n(CC(=O)Nc3cc(F)ccc3F)c2=O)CC1 (stereo unspecified) | 4% | 0%
Cc1ccc(N2CCN(S(=O)(=O)c3ccc(F)c(C(=O)Nc4ccc(Cl)cc4Cl)c3)CC2C)cc1 (stereo unspecified) | 0% | -2%
COc1ccc(-c2nc(CSc3nnc(C)n4c3cc3sccc34)c(C)o2)cc1 | 6% | -6%
COc1ccccc1Nc1nn2c(=O)c3ccc(C(=O)NCCCOC(C)C)cc3nc2s1 | -2% | -3%
Cc1cccc(C)c1Nc1c(-c2ccccc2Cl)nc2cnccn12 | -4% | -12%
O=C(Cc1ccc(F)cc1)N1CCC(c2nc3c(nnn3Cc3ccc(F)cc3)c(=O)[nH]2)CC1 | 1% | -3%
O=C(Nc1ccc2nc(SCC(=O)N3CCCc4ccccc43)sc2c1)c1ccccc1 | 1% | 0%
Cc1cc(C)cc(NC(=O)CCc2c(C)nc3c4cccnc4nn3c2C)c1 | 2% | 6%
Cn1c(=O)c2c(SCC(=O)NCc3ccc(F)cc3)nc(-c3ccccc3Cl)nc2n(C)c1=O | 2% | -1%
CCCCn1c(SCC(=O)c2ccccc2)nc2c(sc3ccccc32)c1=O | -1% | -8%
O=C(Cn1c(=O)c(C(F)(F)F)nc2ccccc21)Nc1cccc(Br)c1 | 3% | 7%
CCc1ccc(NC(=O)CCCc2nc(-c3ccco3)no2)cc1 | 0% | -2%
COC(=O)c1c(SCC(=O)Nc2cccc(Cl)c2C)[nH]c2ccccc2c1=O | -5% | 4%
CCN1CCN(C(c2ccc(C)cc2)c2sc3nc(-c4ccco4)nn3c2O)CC1 (stereo unspecified) | 4% | 12%
Cc1nn2c(-c3cccc(NC(=O)c4ccccc4)c3)nnc2c2ccccc12 | 2% | 2%
Cc1cccc(N2CCN(C(=O)CCCn3c(=O)[nH]c4ccsc4c3=O)CC2)c1C | -6% | 1%
Cc1ccc(C(=O)Nc2ccc(NC(=O)c3cccs3)cc2)cc1C | 1% | 1%

Reprinted from the part before: three entries; new compounds follow.
SMILES | Tb PYK inh | Sm TGR block
Cc1nn2c(-c3cccc(NC(=O)c4ccccc4)c3)nnc2c2ccccc12 | 2% | 2%
Cc1cccc(N2CCN(C(=O)CCCn3c(=O)[nH]c4ccsc4c3=O)CC2)c1C | -6% | 1%
Cc1ccc(C(=O)Nc2ccc(NC(=O)c3cccs3)cc2)cc1C | 1% | 1%
COc1cc(C(=O)Nc2nc3c(s2)Cc2c(Br)ccc(OC)c2-3)cc(OC)c1OC | -10% | -11%
Cc1ccc(-n2c(=O)c3cccnc3n2CC(=O)Nc2ccc(C)cc2Cl)cc1 | 1% | -3%
CCCCc1ccc(C(=O)c2c(N)c(C(=O)Nc3cccc(OC)c3)c3ccccn23)cc1 | 2% | 6%
COc1ccc(C(=O)N(Cc2ccc(N(C)C)cc2)CC2CCCO2)cc1 (stereo unspecified) | 7% | -1%
Cc1nc2c(C(=O)N(C)Cc3ccccc3)c[nH]n2c(=O)c1Cc1ccc(Cl)cc1 | 8% | -14%
COc1ccc(C(=O)Nc2ccc3oc(-c4cccnc4)nc3c2)cc1 | -5% | -16%
CC1=C(C(=O)Nc2ccccc2)C(c2ccncc2)n2nc(SCc3ccccc3F)nc2N1 (stereo unspecified) | 5% | 1%
CCc1nn(-c2ccccc2)c2nc(-c3ccccc3OC)c3cc(OC)c(OC)cc3c12 | 2% | -4%
CC(C)c1ccc(OCc2cc(=O)n3c4c(sc3n2)CCCC4)cc1 | -5% | -1%
COc1ccc(-c2nc3ccccc3s2)cc1NC(=O)c1ccccc1F | 4% | -4%
CN(C)CCNC(=O)C(=O)NCC(c1cccnc1)N1CCN(c2ccc(F)cc2)CC1 (stereo unspecified) | -1% | 5%
CC1(C)CC(=O)c2cc(-c3nc(-c4ccc(Cl)cc4)cs3)c(=O)n(-c3ccc(Cl)cc3)c2C1 | 1% | 7%
Cc1ccc(C(=O)c2cn(CC(=O)NCc3ccccc3)c3nc(C)ccc3c2=O)cc1 | 0% | 5%
COc1ccc(-c2cc(C)no2)cc1S(=O)(=O)NC(C)C | 9%[15.4 µM] | 12%
CCOc1ccc(CCNC(=O)Cn2ccc3cc(S(=O)(=O)N4CCCCC4)ccc32)cc1 | 4% | 2%
CCNc1ccc(-c2nc(-c3ccco3)no2)cc1[N+](=O)[O-] | -3% | 6%
COc1cc(NC(=O)NC(C)c2c(-n3cccc3)sc3c2CCN(C)C3)cc(OC)c1 (stereo unspecified) | 4% | 1%
COc1ccc(CNC(=O)Cc2c(C)c3cc4c(C)coc4c(C)c3oc2=O)cc1OC | 4% | 6%
O=C(Cc1ccccc1)Nc1cccc(-c2nc3cccnc3s2)c1 | 4% | -18%
Cc1ccccc1Oc1nc2c(c(=O)n(C)c(=O)n2C)n1Cc1ccc(Br)cc1 | 1% | -3%
Cc1ccn2c(=O)cc(COc3ccc(NC(=O)c4ccccc4F)cc3)nc2c1 | 0% | 1%
COc1ccc(C2C=C(c3ccccc3)Nc3nc(NS(=O)(=O)c4ccc(C)cc4)nn32)cc1 (stereo unspecified) | -5% | -6%
COC(=O)C1=C(C)N(C(C)C)C(=O)C1(NC(=O)c1ccccc1OC)C(F)(F)F (stereo unspecified) | -11% | 0%
COC(=O)c1ccc2c(=O)n(CCCCCC(=O)N3CCN(c4cccc(C)c4C)CC3)c(=O)[nH]c2c1 | 0% | 4%
COc1cc2c(cc1OC)C(COc1ccc3c(C)cc(=O)oc3c1)N(C(=O)c1ccccc1C)CC2 (stereo unspecified) | 0% | -9%
Carrying on.
SMILES | Tb PYK inh | Sm TGR block
CCc1nnc2c(Nc3cc(OC)c(Cl)cc3OC)nc3ccccc3n12 | 1% | -1%
Cc1c(C(=O)NCc2cccc(Cl)c2)sc2nc[nH]c(=O)c12 | 4% | 5%
COc1ccc(-n2nc(C(=O)Nc3ccc(Br)cc3C)c3c4ccccc4n(C)c3c2=O)cc1 | -7% | -5%
Cc1cc(=O)[nH]c2nnc(SCC(=O)NC(C)(C)C)n12 | 0% | 0%
COc1ccc(CCNC(=O)C(=O)NCC(c2ccco2)S(=O)(=O)c2ccccc2)cc1OC (stereo unspecified) | 0% | 13µM*
CCc1ccc(-c2nc(CN3CCCC(C(=O)NCc4ccccc4Cl)C3)c(C)o2)cc1 (stereo unspecified) | 2% | 6%
CCc1cccc(N2C(=O)CS(=O)(=O)C23C(=O)N(Cc2ccc(F)cc2)c2ccc(C)cc23)c1 (stereo unspecified) | 6% | 2%
Cc1cc2oc(C(=O)N(Cc3ccc(Cl)cc3)Cc3ccco3)c(C)c2cc1Cl | 0% | 14%
Cc1nnc(N2C(=O)c3oc4ccccc4c(=O)c3C2c2cccc(OCCC(C)C)c2)s1 (stereo unspecified) | -8% | -2%
Cc1ccccc1NC(=O)CCn1nc(-c2ccc(Cl)cc2)c2ccccc2c1=O | -1% | 6%
CCOc1ccc(CCn2c3c(c(=O)[nH]c2=O)C(NC(=O)c2cccc(F)c2)(C(F)(F)F)C(=O)N3)cc1OCC (stereo unspecified) | 5% | -12%
O=C(Nc1ccc(SC(F)F)cc1)c1cc(-c2ccc3c(c2)OCCO3)on1 | -6% | 1%
CCc1ccc(-n2c(=O)c3cccnc3n2CC(=O)Nc2cc(F)ccc2F)cc1 | 3% | 0%
Cc1cc(C)cc(OCC(=O)N2CCC(c3nc4ccccc4o3)CC2)c1 | -2% | 2%
COc1ccc(C)cc1NC(=O)CCc1c(C)nn(-c2ccc(N3CCOCC3)nn2)c1C | -1% | -4%
CCOc1cc(-c2nc(-c3ccc(-c4ccccc4)nc3OCC)no2)cc(OCC)c1OCC | 1% | 4%
COC(=O)c1ccc(NC(=O)C(C)Sc2nc(=O)cc(N)n2CCc2ccccc2)cc1 (stereo unspecified) | -9% | -10%
Cc1ccc(CN(Cc2ccco2)c2cnc(S(C)(=O)=O)nc2C(=O)Nc2ccccc2Br)o1 | -2% | -25%
Cc1nc2nc(CNC(=O)OC(C)(C)C)nn2c(C)c1CCC(=O)NCc1ccc(F)cc1 | 0% | 4%
Cc1ccc(-n2ncc3c(=O)n(Cc4cccc(Cl)c4)cnc32)cc1C | 1% | -6%
CCc1cccc(NC(=O)Cn2c(-c3ccc(F)cc3)cc(C(C)=O)c2C)c1 | -1%[15.4 µM] | 1%
COc1ccccc1N1CCN(c2csc3ccc(Cl)cc3c2=O)CC1 | 1% | -26%
Cc1ccc(NC(=O)/C(C#N)=C/c2ccc(C(C)C)cc2)cc1C | -7% | 0%
CCOC(=O)c1cc(-c2ccc(C)cc2)n(CCC(=O)NCCc2ccc(C)cc2)c1C | -1% | 5%
Cc1ccc(NC(=O)C2CCCN(S(=O)(=O)c3c(C)n[nH]c3C)C2)c(C)c1 (stereo unspecified) | 0% | 9%

Copied from the list:
COc1ccc(C)cc1NC(=O)CCc1c(C)nn(-c2ccc(N3CCOCC3)nn2)c1C @ Sm TGR block: -4%
CCc1cccc(NC(=O)Cn2c(-c3ccc(F)cc3)cc(C(C)=O)c2C)c1 @ Sm TGR block: 1%

Record cards, as listed above. Order of screens: Tb PYK inh, Sm TGR block
`COc1ccc(-n2nc(C(=O)Nc3ccc(Br)cc3C)c3c4ccccc4n(C)c3c2=O)cc1` as listed: -7%, -5%
`O=C(Nc1ccc(SC(F)F)cc1)c1cc(-c2ccc3c(c2)OCCO3)on1` as listed: -6%, 1%
`Cc1cc(=O)[nH]c2nnc(SCC(=O)NC(C)(C)C)n12` as listed: 0%, 0%
`Cc1ccc(CN(Cc2ccco2)c2cnc(S(C)(=O)=O)nc2C(=O)Nc2ccccc2Br)o1` as listed: -2%, -25%
`COc1ccc(CCNC(=O)C(=O)NCC(c2ccco2)S(=O)(=O)c2ccccc2)cc1OC` (stereo unspecified) as listed: 0%, 13µM*

Continuation.
SMILES | Tb PYK inh | Sm TGR block
COc1ccc(C(=O)Nc2ccc3nc4c(c(Nc5ccccc5OC)c3c2)CCCC4)c(OC)c1 | -10% | 5%
CCc1ccc(-n2c(SCc3ccccc3C)nc3[nH]ncc3c2=O)cc1 | -6% | 5%
COc1ccccc1N1CCN(C(=O)c2nn(-c3ccc(C)cc3)c(=O)n(C)c2=O)CC1 | -5% | -7%
Cc1cccc(-n2c(C)cc(C(=O)C(=O)Nc3nncs3)c2C)c1 | -12% | -3%
CCOc1ccccc1N(CC(=O)NCCSc1ccccc1)S(=O)(=O)c1ccccc1 | 1% | 1%
CCOc1ccc(Cn2c(CNS(=O)(=O)c3ccc(Cl)s3)nc3cccnc32)cc1 | 5% | 27%
COc1ccc(N(C)C(=O)c2cc(S(=O)(=O)N3CCc4ccccc43)cn2C)c(OC)c1 | -6% | -12%
COc1cc(NC(=O)c2cc(S(=O)(=O)N3CCC(C)CC3)cn2C)cc(OC)c1OC | 4% | 4%
CCCCOc1ccc(CNC(=O)C2CCN(c3nnc(-n4cccc4CNc4ccc(C)cc4)s3)CC2)cc1 | 5% | 2%
O=C(Nc1cc2c(cc1C(=O)c1ccccc1)OCCO2)c1ccc(Br)cc1 | 4% | 2%
Cc1ccc(C(=O)c2cn(CC(=O)NC3CCCCC3)c3nc(C)ccc3c2=O)cc1 | -9% | -3%
O=c1c2cc3c(cc2n(Cc2cccc(F)c2)c(=O)n1Cc1nc(-c2ccccc2)no1)OCO3 | 4% | -2%
COc1ccccc1NC(=O)c1c(NC(=O)c2ccccc2Cl)sc2c1CCC2 | 0% | -13%

Among those listed so far, these contain a tert-butyl group.
SMILES | Tb PYK inh | Sm TGR block
Cc1cc(=O)[nH]c2nnc(SCC(=O)NC(C)(C)C)n12 | 0% | 0%
Cc1nc2nc(CNC(=O)OC(C)(C)C)nn2c(C)c1CCC(=O)NCc1ccc(F)cc1 | 0% | 4%
